# Arr AP2 block – inhibitors of human beta-arrestin and AP2 interaction; FITC-arrestin peptide / GST-AP2 beads, flow cytometry; AP2 beta2 appendage carries R879A mutation; inhibition, % at 10 µM; 340,000 compounds, 0.31% hits; AID 504490;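 active means inhibition above a set limit, near 3 SD of compounds lacking own fluorescence, cut at about 54% in these data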;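 further: plate controls were DMSO wells for no effect and 5 µM unlabelled arrestin peptide for full effect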
#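 Material – GST-tagged AP2 beta2-adaptin appendage (R879A) on 4 µm glutathione beads · Probe or stimulus – fluorescein-tagged arrestin peptide at 50 nM final · Timing – 12 min plus 1 h, RT · Detection – bead flow cytometry, FITC channel · Read-out basis – inhibition as reduced fluorescein signal on beads, percent · Medium – PBS plus Tween 20 (0.05%) and BSA (0.1%)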
# MOR-DOR ag – agonists of human mu-delta opioid receptor heterodimerization; activation, % at 9.3 µM; cells, OPRM1-OPRD1 heterodimerization, luminescence; AID 504326; 340,000 compounds, 0.3% hits; in the data active means activation above about 18%;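 further: 0% = vehicle-treated cells and 100% = reference agonist; values of inactives mirror those of a sister screen read the other way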
# PKA-R2B act – activators of human PKA-R2B complex; 340,000 compounds, 0.079% hits; activation, % at 11.4 µM; PKA-R2B holoenzyme dissociation, Cy5-IP20 fluorescence polarization; R2B truncated from residue 108, S112A mutant; 0% DMSO only, 100% 113 µM cGMP;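 active means activation above a cutoff set at the mean over all compounds plus 3 SD, cut at about 18% in these data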;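 further: higher means more holoenzyme dissociation and a rise in polarization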
# Target sequence (P31323 whole entry, looked up, other chains not shown, the tested form may be a part): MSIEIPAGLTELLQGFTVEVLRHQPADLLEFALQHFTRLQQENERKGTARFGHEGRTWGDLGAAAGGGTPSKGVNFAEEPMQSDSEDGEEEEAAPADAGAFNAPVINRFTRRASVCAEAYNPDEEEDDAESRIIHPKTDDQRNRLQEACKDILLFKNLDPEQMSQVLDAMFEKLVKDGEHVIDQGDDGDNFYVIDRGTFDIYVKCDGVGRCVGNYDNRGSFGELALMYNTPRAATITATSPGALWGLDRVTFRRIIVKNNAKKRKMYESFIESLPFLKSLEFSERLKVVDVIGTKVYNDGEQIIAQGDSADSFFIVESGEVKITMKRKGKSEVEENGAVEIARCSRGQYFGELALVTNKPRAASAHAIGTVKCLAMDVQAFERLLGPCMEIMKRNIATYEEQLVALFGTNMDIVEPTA
# V-ATPase pH – yeast V-ATPase proton transport regulation by pHLuorin | 350,000 compounds, 0.37% hits | response, % at 10 µM | AID 504577 | S. cerevisiae, pHLuorin cytosolic pH fluorescence; in the data active means response mostly above about 7.3%, no sharp cut-off; inactive means mostly below about 5.4%; further: actives read high; inactives centre near 0; some compounds called inactive have numbers as strong as hits; reference of the scale not given here
# HTR5A inv ctr – inverse agonist of human HTR5A in OPRM1-OPRD1 counter-screen. HTR5A cell line, luminescence, inverse agonism. 340,000 compounds, 0.083% hits. inhibition, % at 9.3 µM. P47898. AID 504634; in the data active means inhibition mostly above about 23%, no sharp cut-off; inactive means mostly below about 18%;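 further: 0% = cells with DMSO and 100% = no-cell wells with DMSO; some compounds called inactive have numbers as strong as hits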
# Pemphigus Ab inh – human desmoglein-3 autoantibody binding inhibition; P32926; DSG3-coupled beads, scFv-anti-DSG3-GFP binding, flow cytometry; stronger effect = lower value; binding (percent of control), % at 10 µM; 310,000 compounds, 0.48% hits; AID 588358;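 active means binding more than 3 SD below its plate's average and above zero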;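 further: hits lower antibody fragment binding to DSG3; some compounds called inactive have numbers as strong as hits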
# PKA-R1A act – activates the PKA-R1A holoenzyme complex. P00514+P68181. PKA-R1A dissociation, Cy5-IP20 fluorescence polarization; scaled: DMSO 0%, 113 µM cGMP 100%. activation, % at 11.4 µM. 340,000 compounds, 0.083% hits;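 active means percent activation above the mean of all tested compounds plus 3 SD, cut at about 19% in these data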;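 further: higher means more PKAc released from R1A so a rise in polarization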
# DAGLB inhibitor – diacylglycerol lipase beta (human) inhibition. Q8NCG7. HEK293T DAGLB membrane lysate, EnzChek fluorogenic substrate. inhibition, % at 5.17 µM. 340,000 compounds, 0.059% hits. AID 504411; in the data active means inhibition above about 34%;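 further: 0% = enzyme with vehicle and 100% = wells lacking enzyme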
# Target sequence (Q8NCG7 whole entry, looked up): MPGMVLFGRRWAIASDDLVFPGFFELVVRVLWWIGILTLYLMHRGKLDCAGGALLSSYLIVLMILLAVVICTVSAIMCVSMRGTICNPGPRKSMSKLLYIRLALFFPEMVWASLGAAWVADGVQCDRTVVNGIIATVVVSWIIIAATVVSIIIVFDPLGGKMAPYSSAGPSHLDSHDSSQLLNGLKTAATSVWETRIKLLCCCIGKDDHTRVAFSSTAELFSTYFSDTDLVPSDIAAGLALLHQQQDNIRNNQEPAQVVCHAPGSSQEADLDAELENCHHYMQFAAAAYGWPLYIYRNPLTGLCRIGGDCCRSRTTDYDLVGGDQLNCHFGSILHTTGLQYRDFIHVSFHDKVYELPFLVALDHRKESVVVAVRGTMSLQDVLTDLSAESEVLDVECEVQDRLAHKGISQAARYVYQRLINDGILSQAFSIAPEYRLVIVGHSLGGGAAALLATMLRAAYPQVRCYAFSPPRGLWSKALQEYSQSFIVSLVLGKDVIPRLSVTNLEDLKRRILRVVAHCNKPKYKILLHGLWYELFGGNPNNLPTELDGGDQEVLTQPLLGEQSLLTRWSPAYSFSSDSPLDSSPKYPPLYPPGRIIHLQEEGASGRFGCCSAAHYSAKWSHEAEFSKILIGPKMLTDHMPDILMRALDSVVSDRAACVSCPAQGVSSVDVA
# MOR-DOR inv ag – mu-delta opioid heterodimer inverse agonism. cell-based MOR-DOR heterodimer luminescence. 340,000 compounds, 0.21% hits. inhibition, % at 9.3 µM; in the data active means inhibition above about 22%, passing the limit was not always enough;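 further: 0% = cells with DMSO and 100% = wells without cells with DMSO; values of inactives mirror those of a sister screen read the other way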
# HTR5A ag ctr – counter-screen for OPRM1-OPRD1 agonists: human HTR5A agonism | 340,000 compounds, 0.61% hits | activation, % at 9.3 µM | AID 504692 | HTR5A agonist assay, luminescence, cell-based; in the data active means activation mostly above about 9.5%, no sharp cut-off; inactive means mostly below about 7.6%;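 further: 0% = cells with vehicle only and 100% = reference agonist; strong numbers were not always called active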
# * marks the source's active call; other numbers are inactive results; / = not tested or not shown. Compounds as they come. Share with any hit: about 2.4%.
No.	canonical_smiles	Arr AP2 block	MOR-DOR ag	PKA-R2B act	V-ATPase pH	HTR5A inv ctr	Pemphigus Ab inh	PKA-R1A act	DAGLB inhibitor	MOR-DOR inv ag	HTR5A ag ctr
1	CC(C)C(NC(=O)c1ccco1)C(=O)OCC(=O)N1CC(=O)Nc2ccccc21 (stereo not drawn)	-3	-0.8	-12	7	-8	105	-9	4	5	-1
2	CCN1C(=O)CC(C(=O)NCCc2ccc(S(N)(=O)=O)cc2)SC1=Nc1ccc(OC)cc1 (stereo not drawn)	-4	-1.4	-3	2	18	105	3	2	6	1
3	O=C(Cc1ccc(Cl)cc1)Nc1ccc(Br)cc1	1	1.1	-5	0	23	105	-14	-1	-6	0
4	Cn1c(NC(=O)c2ccc(S(=O)(=O)N3CCCCC3)cc2)cc(=O)n(C)c1=O	0	-0.1	-16	3	-6	112	-5	-1	1	-2
5	O=c1c(Cc2c(F)cccc2Cl)c(O)ccn1C1CCCCCC1	14	-3.9	-12	1	1	100	-10	-2	18	0
6	CCOc1ccc(C(C(=O)NCC2CCCO2)N(C(=O)c2snc(C(N)=O)c2N)c2ccc3c(c2)OCCO3)cc1 (stereo not drawn)	-7	0.5	-15	-2	1	92	-3	-1	-3	9
7	Cc1ccc(S(=O)(=O)NCC(=O)N2CCN(c3ccccn3)CC2)cc1	10	-0.7	5	-8	35	101	1	-1	3	2
8	N#CCN=C(c1ccccc1)c1ccccc1	0	-0.9	1	-2	-13	104	-6	0	5	5
9	COC(=O)c1ccc(C(=O)OC)c(NC2=NS(=O)(=O)c3ccccc32)c1	5	-0.1	-2	-2	-7	125	-3	-4	0	-1
10	O=C(O)c1cccc(S(=O)(=O)N2CCN(C(c3ccccc3)c3ccccc3)CC2)c1	36	-3.1	3	1	23	91	-3	-2	16	4
11	O=C(O)c1cccc2c1C(=O)N(Cc1ccccc1)C2	40	-0.7	-7	2	11	98	-1	-4	4	-3
12	Cc1ccc(O)c(N/C=C/C(=O)c2ccc(F)cc2)c1	19	16	2	3	-6	112	-6	2	-84	10
13	COc1ccc(CCNC(=O)COc2nncc3ccccc23)cc1	12	-0.5	-4	-4	11	110	4	0	3	-1
14	CCc1nnc(NC(=O)CCC(=O)NCc2ccc(C)cc2)s1	1	-2.7	-1	2	-36	103	2	1	14	-1
15	CC1=C/C(=N\NC(=S)NCc2ccccc2)CC1	5	-1.7	-3	3	9	/	-9	1	8	0
16	CCN(CC)C(=S)Nc1c(C)n(C)n(-c2ccccc2)c1=O	1	-1.7	4	2	11	101	-1	-1	8	-4
17	COc1ccccc1NC(=S)N1CCN(c2ccccc2F)CC1	-12	-0.7	-10	1	2	118	0	-5	4	-1
18	O=C(NC(=O)c1c(F)cccc1F)Nc1cccc(Oc2ncc(Cl)cn2)c1	30	1.8	-1	-1	-4	/	9	0	-9	1
19	CCOc1cc(/C=C/c2cccc[n+]2C)ccc1O	32	-1.0	-5	5	8	122	4	-1	5	-2
20	O=C(NCC1CCCO1)C1CCCN(S(=O)(=O)c2ccc(F)cc2)C1 (stereo not drawn)	0	-1.5	0	-4	-21	112	-12	3	8	-3
21	Cc1cc(C)cc(NC(=S)Nc2cccc3ccccc23)c1	-2	1.5	8	0	-15	/	-16	0	-8	5
22	CCOC(=O)c1c(S(=O)(=O)N2CCN(c3ccc(F)cc3)CC2)c(C)n(C)c1C	1	-0.8	-9	-3	8	/	8	-3	4	-4
23	CCC(C)(C)NC(=O)C(c1cccn1C)N(Cc1ccc(OC)cc1)C(=O)Cn1nnc2ccccc21 (stereo not drawn)	3	3.4	9	1	-28	95	12	0	-18	8
24	CC(=O)c1cccc(NC(=O)c2c(F)c(F)c(F)c(F)c2F)c1	-6	5.1	5	0	-14	103	-9	0	-27	4
25	Cc1c(NC(=O)CC2CC(C)OC2=O)c(=O)n(-c2ccccc2)n1C (stereo not drawn)	-3	1.1	14	0	-11	104	-7	2	-6	0
26	COc1ccc(S(=O)(=O)NCC(=O)N(CC(=O)NC(C)(C)C)Cc2cccs2)cc1	39	-0.8	7	4	-18	107	2	-2	4	-2
27	O=S(=O)(c1cccc(C(F)(F)F)c1)N1CCN(C(=S)NCc2ccco2)CC1	25	3.1	6	0	0	102	-10	-5	-16	0
28	CCOc1ccc(CN(C)CC(=O)c2c(N)n(Cc3ccccc3)c(=O)n(CC)c2=O)cc1OC	2	0.8	8	1	3	104	10	4	-4	-2
29	COCc1c(C(=O)OCC(=O)NCCc2ccc(S(N)(=O)=O)cc2)oc2ccccc12	-18	-2.1	0	-2	5	100	-5	-1	9	-2
30	COc1ccccc1Oc1ncnc2c1oc1ccccc12	17	-2.8	7	0	0	101	-11	0	14	0
31	O=C(Nc1ccc(Cl)cc1)OCc1cncs1	-3	-0.7	-10	2	-12	94	4	0	3	5
32	O=C(NN=Cc1ccc2c(c1)OCO2)NN=Cc1ccc2c(c1)OCO2	33	-0.7	-6	-1	1	114	-13	-1	4	0
33	COc1ccc(/C=N/NC(=O)c2ccc(NC(=O)c3cccc([N+](=O)[O-])c3)cc2)c(C(=O)O)c1OC	5	4.0	-3	10	-14	104	7	1	-28	5
34	O=C(C[C@H]1C/C=C\C[C@H](NC(=O)OCC2c3ccccc3-c3ccccc32)C(=O)OC[C@@H]2CCCN2C1=O)N[C@H](CO)Cc1ccccc1	2	-2.4	-9	2	14	104	-5	1	14	1
35	O=C(CN1CCN(C(=O)c2ccccc2)CC1)Nc1ncc(Br)cc1Br	24	-1.9	-10	-4	-15	106	-10	-2	8	0
36	CCN(c1ccccc1)S(=O)(=O)c1cc(C(=O)Nc2ccc(F)c(F)c2)ccc1F	3	7.3	-12	0	-23	105	-4	-7	-38	7
37	CC1CCC(NC(=O)C2CC(=O)N(c3ccc(Cl)cc3)C2)CC1 (stereo not drawn)	33	-0.1	-2	1	14	110	-2	0	0	-5
38	COC(=O)[C@@H]1C[C@@H](c2ccccc2)[C@H](C)C1(C)C	-3	-1.2	-12	-1	-31	108	-1	1	7	2
39	CCC/C(O)=C1\C(=O)CC(c2ccccc2)CC1=NCCc1c(C)[nH]c2ccccc12 (stereo not drawn)	3	1.2	-10	8	-15	110	-10	0	-7	5
40	CC(C)(C)C(=O)COC(=O)CNC(=O)c1ccc(Oc2ccccc2)cc1	5	1.1	-3	2	7	/	-3	1	-6	1

# Some of the entries so far, screen by screen:
[3] O=C(Cc1ccc(Cl)cc1)Nc1ccc(Br)cc1
[4] Cn1c(NC(=O)c2ccc(S(=O)(=O)N3CCCCC3)cc2)cc(=O)n(C)c1=O
Screen / compound no.,3,4
Arr AP2 block,1,0
MOR-DOR ag,1.1,-0.1
PKA-R2B act,-5,-16
V-ATPase pH,0,3
HTR5A inv ctr,23,-6
Pemphigus Ab inh,105,112
PKA-R1A act,-14,-5
DAGLB inhibitor,-1,-1
MOR-DOR inv ag,-6,1
HTR5A ag ctr,0,-2

# Later entries:
No.	canonical_smiles	Arr AP2 block	MOR-DOR ag	PKA-R2B act	V-ATPase pH	HTR5A inv ctr	Pemphigus Ab inh	PKA-R1A act	DAGLB inhibitor	MOR-DOR inv ag	HTR5A ag ctr
41	Cc1cc(C(=O)CSc2nnnn2C)c(C)n1-c1ccc2c(c1)OCCO2	-4	-1.8	-3	1	-5	/	-1	-3	11	-3
42	CCOC(=O)c1ccc(COC(=O)c2nonc2N)cc1	2	-0.5	10	-2	-27	105	-10	1	3	3
43	CC(=O)OCC[n+]1c(C)n(-c2ccccc2)c2ccc(Cl)cc21	-14	-1.8	-4	-2	2	96	16	4	9	-1
44	COc1ccccc1NC(=S)NCC1CCCCC1	/	1.3	-7	1	20	99	-8	0	-9	-8
45	O=C(O)CC/C(=N/NC(=O)CNC(=O)C(c1ccccc1)c1ccccc1)c1ccccc1	12	-2.4	-11	-1	-3	97	-9	3	12	8
46	Cc1ccc(C)c(S(=O)(=O)N2CCN(C(=O)c3ccc(-n4cncn4)c([N+](=O)[O-])c3)CC2)c1	-15	2.5	-11	-3	19	107	-6	5	-13	-7
47	CCn1c(SCC(=O)N2CCCC2=O)nnc1-c1cccs1	7	-4.0	9	-1	2	105	10	-1	16	-7
48	Cc1cc(-c2n[nH]c(=S)n2Cc2ccccc2)cs1	9	-0.5	2	1	-8	118	-8	-2	3	-3
49	Cc1ccc(C(C(=O)NC2CCCCC2)N(Cc2ccccc2)C(=O)Cc2c[nH]c3ccccc23)o1 (stereo not drawn)	-12	1.1	-10	0	7	100	-11	-7	-6	-2
50	CCOC(=O)C1=C(c2ccccc2)NC(=S)NC1c1ccc(Cl)cc1 (stereo not drawn)	-3	-1.0	4	-3	-3	/	9	-2	5	1
51	C[C@@H](CO)NC(=O)c1[nH]cnc1C(=O)Nc1ccc(CNC(=O)OC(C)(C)C)cc1	/	/	-3	-2	/	101	9	0	/	/
52	CCc1ccc(NC(=O)CSc2nc(=O)n3cc(C)ccc3n2)cc1	0	-1.6	-7	4	-4	102	-1	-3	10	1
53	CCOC(=O)c1cnc(SC)nc1Nc1cccc2ccccc12	-2	0.6	-1	-1	6	100	-4	-3	-3	-1
54	Cc1cc2[nH]c3ccccc3c2cn1	0	2.0	-12	-1	4	103	-5	1	-11	5
55	Clc1ccc(NCn2cncn2)nc1	12	-2.3	9	1	-4	/	5	-6	10	2

# Molecules above with fluorine:
No.	canonical_smiles	Arr AP2 block	MOR-DOR ag	PKA-R2B act	V-ATPase pH	HTR5A inv ctr	Pemphigus Ab inh	PKA-R1A act	DAGLB inhibitor	MOR-DOR inv ag	HTR5A ag ctr
5	O=c1c(Cc2c(F)cccc2Cl)c(O)ccn1C1CCCCCC1	14	-3.9	-12	1	1	100	-10	-2	18	0
12	Cc1ccc(O)c(N/C=C/C(=O)c2ccc(F)cc2)c1	19	16	2	3	-6	112	-6	2	-84	10
17	COc1ccccc1NC(=S)N1CCN(c2ccccc2F)CC1	-12	-0.7	-10	1	2	118	0	-5	4	-1
18	O=C(NC(=O)c1c(F)cccc1F)Nc1cccc(Oc2ncc(Cl)cn2)c1	30	1.8	-1	-1	-4	/	9	0	-9	1
20	O=C(NCC1CCCO1)C1CCCN(S(=O)(=O)c2ccc(F)cc2)C1 (stereo not drawn)	0	-1.5	0	-4	-21	112	-12	3	8	-3
22	CCOC(=O)c1c(S(=O)(=O)N2CCN(c3ccc(F)cc3)CC2)c(C)n(C)c1C	1	-0.8	-9	-3	8	/	8	-3	4	-4
24	CC(=O)c1cccc(NC(=O)c2c(F)c(F)c(F)c(F)c2F)c1	-6	5.1	5	0	-14	103	-9	0	-27	4
27	O=S(=O)(c1cccc(C(F)(F)F)c1)N1CCN(C(=S)NCc2ccco2)CC1	25	3.1	6	0	0	102	-10	-5	-16	0
36	CCN(c1ccccc1)S(=O)(=O)c1cc(C(=O)Nc2ccc(F)c(F)c2)ccc1F	3	7.3	-12	0	-23	105	-4	-7	-38	7

# Compound activity deposited in PubChem by several laboratories.
